Screens as filed in PubChem.
CSM14.1 death rescue: protection against thapsigargin-triggered cell killing – 384-well, CSM14.1, ATP luminescence, primary screen (AID 1222). CSM14.1 thapsigargin-induced death rescue, ATP luminescence; higher % means a stronger effect. 190,000 tested, under 10 active. cellular ATP content (survival), % at 20 µM; hits with a dose series show EC50 in µM;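 active = EC50 below 50 µM in the dose-response confirmation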;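 also: death triggered by thapsigargin at about 15 µM added after 2 h compound pretreatment; cell ATP read after overnight thapsigargin exposure of roughly 18 to 22 hours; normalized against plate controls of thapsigargin alone and 5% DMSO vehicle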
P. falciparum M17LAP: P. falciparum M17LAP inhibitors, primary screen, biochemical, fluorogenic H-Leu-NHMec substrate, 1536-well (AID 1619); recombinant M17LAP, H-Leu-NHMec fluorogenic kinetic assay; higher % means a stronger effect; one-dose inhibition, % at 30 µM; IC50 in µM for titrated hits; 0.38% of 220,000 active;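 active = compound inhibiting the enzyme by more than half at any dose during confirmatory dose-response retesting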;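 also: plate controls were full reaction with DMSO carrier for no effect and no enzyme background for full effect; strong numbers were not always called active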
Autophagy HCS: autophagy modulation, high-content screen. 0.98% of 190,000 active. MEF GFP-LC3 puncta imaging; test concentration mostly 10 µM. AID 463193. calls only at 10 µM (by protocol);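 active = percentage of spot-positive cells more than 3 SD above its plate mean, without a fluorescence outlier flag or 80% toxicity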;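 also: spot-positive cell cutoff set from DMSO-treated cells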
P. falciparum M1AAP: P. falciparum M1AAP inhibitors, biochemical, fluorogenic H-Leu-NHMec substrate, 1536-well (AID 1445); recombinant M1AAP, H-Leu-NHMec fluorogenic kinetic assay; higher % means a stronger effect; inhibition, % at 30 µM; hits with a dose series show IC50 in µM; 0.42% of 220,000 active;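 active = primary inhibition above the hit cutoff, then over 50% inhibition at one or more dose response concentrations, cut at about 23% in these data, passing the limit was not always enough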;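 also: plate controls were DMSO full reaction for no effect and no enzyme background for full effect; strong numbers were not always called active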
MT stabilize HCS: stabilizes microtubules in HeLa cells; HeLa tubulin immunostaining HCS, 24 h; share of cells brighter than vehicle mean+2SD; % tubulin-high responders, % at 10 µM; 0.83% of 200,000 active;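 active = plate Z-score above 3 for both tubulin-high and condensed-nucleus cell shares, with cell loss under 80%, at 10 µM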;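 also: anti alpha tubulin signal scored within the nucleus-defined area of each cell; some results filed as inactive read as strong as hits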
Insulin prom up: MIN6 insulin promoter up-regulation; MIN6 insulin promoter-GFP reporter, high-content imaging; active compounds read high; z-score at 5 µM; 0.3% of 190,000 active; AID 1625;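 active = z-score above 3 at 5 µM with at least 500 cells counted in the well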
Lipid droplet: hepatic lipid droplet formation modulation; AML12 mouse hepatocytes, oleate lipid droplets, BODIPY imaging; inhibition, % at 6.5 µM; 0.4% of 240,000 active; AID 1656;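 active = lipid droplet intensity inhibited by at least 50%, with more than 500 cells counted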
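Test system: AML12 mouse liver cells; schedule: overnight exposure; technique: high-content imaging of BODIPY-stained droplets and DAPI nuclei; read-out: % inhibition of corrected integrated BODIPY droplet signal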
Yfh1-off respiration: mitochondrial function rescue without frataxin homolog – Friedreich's ataxia, plus single-dose screen, dose response (AID 1465) | fold induction at 50 µM; hits with a dose series show EC50 in µM | 0.074% of 220,000 active | S. cerevisiae Yfh1-off respiration, WST-1 reduction, 72 h; higher fold induction means a stronger effect;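 active = fold induction of absorbance versus untreated yeast above a set limit, then at least 30% activation at any dose in follow-up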;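 also: activators that raise dye reduction in frataxin-depleted yeast; strong numbers were not always called active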
Dynein transport: blocks dynein driven cargo transport along microtubules. 0.47% of 220,000 active. z-score, hits read low. AID 1381. 3617.4 mouse cells, GR-EGFP nuclear translocation imaging; test concentration mostly 20 µM; stimulated with dexamethasone, 1 µM; active compounds read low;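 active = plate z-score of nuclear minus cytoplasmic receptor signal below a set negative limit, without overly bright fluorescence or cell loss, cut at about -3.5 in these data, passing the limit was not always enough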;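 also: z-score of nuclear minus cytoplasmic ring GR-EGFP intensity difference per well; some compounds called inactive have numbers as strong as hits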
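Also added – dexamethasone, 1.0 µM final · Buffer or medium – tet-free, stripped-serum medium · Schedule – induction 48 h, compound 1 h, agonist 30 min · Detection – formaldehyde fixation, Hoechst nuclear stain, 10x automated fluorescence imaging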
Dynein transport cytoplasmic EGFP: second read-out of Dynein transport, no call of its own (marks repeat the call); z-score; measured here: cytoplasmic GR-EGFP intensity; active compounds read high
Dynein transport nuclear GR-EGFP: further read-out of Dynein transport, marked with its call; z-score; measured here: nuclear GR-EGFP intensity;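 lower value marks the stronger effect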
Dynein transport cell count: recorded beside Dynein transport, whose call it bears; z-score; measured here: cell count per field
Insulin prom up cell count: recorded beside Insulin prom up, whose call it bears; cell count; measured here: cytotoxicity, nuclei count;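 total cells summed across four imaged fields per well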
Lipid droplet cells 6.5 µM: also measured in Lipid droplet; calls as there; cell count; measured here: cell count, cytotoxicity flag;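 cells counted across two imaged fields per well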
MT stabilize HCS Hoechst-high %: second read-out of MT stabilize HCS, no call of its own (marks repeat the call); % Hoechst-high responders; measured here: nuclear condensation Hoechst responders;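 share of cells brighter than vehicle mean plus two SD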
MT stabilize HCS cytotoxicity %: further read-out of MT stabilize HCS, marked with its call; toxicity, %; measured here: cytotoxicity by cell density;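 0% = mean cell density of plate MIN control wells and 100% = no cells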
Autophagy HCS cell loss 18 h: also measured in Autophagy HCS; calls as there; toxicity, %; measured here: cell loss, nuclei count;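 cell loss after 18 h compound exposure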
The depositor's hits bear a star. Outcome played no part in choosing rows. About 3.5% of those tested had a hit in this group.

CCn1c(Sc2nc(C)nc3scc(-c4cccs4)c23)n[nH]c1=O was read as CSM14.1 death rescue 1.2%, P. falciparum M17LAP 6%, Autophagy HCS inactive, P. falciparum M1AAP -2%, MT stabilize HCS 8.7, Insulin prom up -1.2, Yfh1-off respiration inactive, Dynein transport -0.61, Dynein transport cytoplasmic EGFP -0.2, Dynein transport nuclear GR-EGFP -0.18, Dynein transport cell count 1.3, Insulin prom up cell count 1292, MT stabilize HCS Hoechst-high % 4.6, MT stabilize HCS cytotoxicity % 2.6 and Autophagy HCS cell loss 18 h 5.
c1ccc(Cn2c(Sc3nnnn3-c3ccccc3)nnc2-c2ccccc2)cc1 was read as CSM14.1 death rescue -0.2%, P. falciparum M17LAP -7%, Autophagy HCS inactive, P. falciparum M1AAP 2%, MT stabilize HCS 3.6, Insulin prom up -0.54, Lipid droplet 2, Yfh1-off respiration inactive, Dynein transport 0.33, Dynein transport cytoplasmic EGFP -0.25, Dynein transport nuclear GR-EGFP -0.53, Dynein transport cell count 1.2, Insulin prom up cell count 1264, Lipid droplet cells 6.5 µM 712, MT stabilize HCS Hoechst-high % 1.1, MT stabilize HCS cytotoxicity % 0.4 and Autophagy HCS cell loss 18 h 7.
`CCOc1ccc(C(=O)Nc2ccc(N3CCN(C(C)=O)CC3)cc2)cc1[N+](=O)[O-]` gave CSM14.1 death rescue 4.9%, P. falciparum M17LAP -5%, Autophagy HCS inactive, P. falciparum M1AAP 4%, MT stabilize HCS 4.0, Insulin prom up 0.09, Lipid droplet -4, Yfh1-off respiration inactive, Dynein transport 0.66, Dynein transport cytoplasmic EGFP -0.16, Dynein transport nuclear GR-EGFP 0.6, Dynein transport cell count -0.85, Insulin prom up cell count 1491, Lipid droplet cells 6.5 µM 543, MT stabilize HCS Hoechst-high % 4.2, MT stabilize HCS cytotoxicity % 3.7 and Autophagy HCS cell loss 18 h 9.
CNC(=O)C1CC(=O)N(Cc2ccc3c(c2)OCO3)C(=Nc2ccc(OC)cc2)S1 (centres undefined) was read as CSM14.1 death rescue -1.0%, P. falciparum M17LAP 4%, Autophagy HCS inactive, P. falciparum M1AAP 4%, MT stabilize HCS 2.1, Insulin prom up 0.28, Yfh1-off respiration inactive, Dynein transport -0.7, Dynein transport cytoplasmic EGFP -0.22, Dynein transport nuclear GR-EGFP -0.29, Dynein transport cell count 0.53, Insulin prom up cell count 1298, MT stabilize HCS Hoechst-high % 1.9, MT stabilize HCS cytotoxicity % 11 and Autophagy HCS cell loss 18 h -19.
For Cc1cc(C(C)(C)C)ccc1OCCCCN1CCCC1 the results were CSM14.1 death rescue 0.0%, P. falciparum M17LAP -33%, Autophagy HCS inactive, P. falciparum M1AAP -1%, MT stabilize HCS 4.1, Insulin prom up 0.21, Lipid droplet -23, Yfh1-off respiration inactive, Dynein transport -0.69, Dynein transport cytoplasmic EGFP -0.3, Dynein transport nuclear GR-EGFP -0.8, Dynein transport cell count 0.8, Insulin prom up cell count 1126, Lipid droplet cells 6.5 µM 569, MT stabilize HCS Hoechst-high % 3.2, MT stabilize HCS cytotoxicity % 7.4 and Autophagy HCS cell loss 18 h -1.
CC(O)c1nc2ccccc2n1CCCCOc1ccccc1 (centres undefined) was read as CSM14.1 death rescue 0.0%, P. falciparum M17LAP 0%, Autophagy HCS inactive, P. falciparum M1AAP -2%, MT stabilize HCS 1.4, Insulin prom up -0.68, Lipid droplet 3, Yfh1-off respiration inactive, Dynein transport -0.41, Dynein transport cytoplasmic EGFP -0.26, Dynein transport nuclear GR-EGFP 0.022, Dynein transport cell count 0.49, Insulin prom up cell count 1479, Lipid droplet cells 6.5 µM 733, MT stabilize HCS Hoechst-high % 1.0, MT stabilize HCS cytotoxicity % 7.3 and Autophagy HCS cell loss 18 h -4.
For O=[N+]([O-])c1ccc(Sc2ccccc2)nc1 the results were CSM14.1 death rescue -1.0%, P. falciparum M17LAP -3%, Autophagy HCS inactive, P. falciparum M1AAP 3%, MT stabilize HCS 1.7, Insulin prom up -0.04, Lipid droplet 1, Yfh1-off respiration inactive, Dynein transport 0.13, Dynein transport cytoplasmic EGFP -0.29, Dynein transport nuclear GR-EGFP -0.35, Dynein transport cell count 0.57, Insulin prom up cell count 1302, Lipid droplet cells 6.5 µM 667, MT stabilize HCS Hoechst-high % 2.5, MT stabilize HCS cytotoxicity % 2.8 and Autophagy HCS cell loss 18 h 10.
For Cc1ccccc1C(=O)NC(=S)Nc1ccccc1N1CCCC1 the results were CSM14.1 death rescue 4.1%, P. falciparum M17LAP -3%, Autophagy HCS inactive, P. falciparum M1AAP -1%, MT stabilize HCS 2.9, Insulin prom up -1.6, Lipid droplet -40, Yfh1-off respiration inactive, Dynein transport -0.44, Dynein transport cytoplasmic EGFP -0.26, Dynein transport nuclear GR-EGFP -0.1, Dynein transport cell count 0.17, Insulin prom up cell count 1475, Lipid droplet cells 6.5 µM 714, MT stabilize HCS Hoechst-high % 2.0, MT stabilize HCS cytotoxicity % 5.8 and Autophagy HCS cell loss 18 h 14.
Screening CCOC(=O)C1CCCN(Cc2cc(Br)c(OC)cc2OC)C1 (centres undefined) returned CSM14.1 death rescue -1.1%, P. falciparum M17LAP -1%, Autophagy HCS inactive, P. falciparum M1AAP 2%, MT stabilize HCS 2.6, Insulin prom up 0.75, Lipid droplet 4, Yfh1-off respiration inactive, Dynein transport -0.53, Dynein transport cytoplasmic EGFP -0.12, Dynein transport nuclear GR-EGFP 0.21, Dynein transport cell count -0.23, Insulin prom up cell count 1373, Lipid droplet cells 6.5 µM 674, MT stabilize HCS Hoechst-high % 3.1, MT stabilize HCS cytotoxicity % 30 and Autophagy HCS cell loss 18 h -1.
`O=c1[nH]nc(-c2ccccc2)c2ccccc12` gave P. falciparum M17LAP -12%, P. falciparum M1AAP 2%, Insulin prom up 0.36, Lipid droplet -1, Yfh1-off respiration inactive, Dynein transport 1.5, Dynein transport cytoplasmic EGFP -0.22, Dynein transport nuclear GR-EGFP 0.62, Dynein transport cell count -1.3, Insulin prom up cell count 1065 and Lipid droplet cells 6.5 µM 669.
`CCN(CC)S(=O)(=O)c1ccc(Br)c(OC)c1` gave CSM14.1 death rescue -2.8%, P. falciparum M17LAP -11%, Autophagy HCS inactive, P. falciparum M1AAP 6%, MT stabilize HCS 0.9, Insulin prom up -0.03, Lipid droplet -10, Yfh1-off respiration inactive, Dynein transport -0.59, Dynein transport cytoplasmic EGFP -0.26, Dynein transport nuclear GR-EGFP -0.26, Dynein transport cell count 0.023, Insulin prom up cell count 1926, Lipid droplet cells 6.5 µM 638, MT stabilize HCS Hoechst-high % 1.4, MT stabilize HCS cytotoxicity % 4.9 and Autophagy HCS cell loss 18 h -5.
`CCCOc1c(Cl)cc(/C=N/O)cc1OCC` gave CSM14.1 death rescue -0.3%, P. falciparum M17LAP 5%, Autophagy HCS inactive, P. falciparum M1AAP 6%, MT stabilize HCS 3.9, Lipid droplet 2, Yfh1-off respiration inactive, Dynein transport 0.7, Dynein transport cytoplasmic EGFP -0.014, Dynein transport nuclear GR-EGFP 0.23, Dynein transport cell count -3.7, Lipid droplet cells 6.5 µM 817, MT stabilize HCS Hoechst-high % 3.5, MT stabilize HCS cytotoxicity % 9.3 and Autophagy HCS cell loss 18 h -3.
`CCc1nc(SCC(=O)NCc2ccc(F)cc2)c2c(=O)n(C)c(=O)n(C)c2n1` gave CSM14.1 death rescue -1.1%, P. falciparum M17LAP -6%, Autophagy HCS inactive, P. falciparum M1AAP -11%, MT stabilize HCS 2.6, Insulin prom up 0.41, Lipid droplet -10, Dynein transport 0.052, Dynein transport cytoplasmic EGFP -0.21, Dynein transport nuclear GR-EGFP 0.035, Dynein transport cell count -0.12, Insulin prom up cell count 1798, Lipid droplet cells 6.5 µM 670, MT stabilize HCS Hoechst-high % 4.7, MT stabilize HCS cytotoxicity % 8.8 and Autophagy HCS cell loss 18 h -10.
For CCOc1nc(-c2ccccc2Cl)ccc1C#N the results were CSM14.1 death rescue 0.4%, P. falciparum M17LAP 11%, Autophagy HCS inactive, P. falciparum M1AAP 6%, MT stabilize HCS 5.1, Insulin prom up -0.07, Lipid droplet 4, Yfh1-off respiration inactive, Dynein transport -0.71, Dynein transport cytoplasmic EGFP -0.18, Dynein transport nuclear GR-EGFP -0.65, Dynein transport cell count -0.086, Insulin prom up cell count 1918, Lipid droplet cells 6.5 µM 702, MT stabilize HCS Hoechst-high % 4.8, MT stabilize HCS cytotoxicity % 14 and Autophagy HCS cell loss 18 h -9.
`CCOC(=O)N1CCN(C(=S)Nc2cccc(C)c2C)CC1` gave CSM14.1 death rescue -1.6%, P. falciparum M17LAP -4%, Autophagy HCS inactive, P. falciparum M1AAP -3%, MT stabilize HCS 7.0, Insulin prom up -0.31, Lipid droplet -19, Yfh1-off respiration inactive, Dynein transport -0.33, Dynein transport cytoplasmic EGFP 0.096, Dynein transport nuclear GR-EGFP -0.11, Dynein transport cell count 0.16, Insulin prom up cell count 1475, Lipid droplet cells 6.5 µM 641, MT stabilize HCS Hoechst-high % 2.3, MT stabilize HCS cytotoxicity % 6.0 and Autophagy HCS cell loss 18 h -3.
